SIRT5 block: inhibitors of human sirtuin-5 desuccinylase; inhibition, % at 15 µM; 330,000 tested, 1.1% active; Purified SirT5, succinyl-peptide AMC, trypsin-coupled fluorescence; in the data active means inhibition above about 15%; inconclusive means no clear call, values can overlap the other calls
Target sequence (Q9NXA8 whole entry, looked up): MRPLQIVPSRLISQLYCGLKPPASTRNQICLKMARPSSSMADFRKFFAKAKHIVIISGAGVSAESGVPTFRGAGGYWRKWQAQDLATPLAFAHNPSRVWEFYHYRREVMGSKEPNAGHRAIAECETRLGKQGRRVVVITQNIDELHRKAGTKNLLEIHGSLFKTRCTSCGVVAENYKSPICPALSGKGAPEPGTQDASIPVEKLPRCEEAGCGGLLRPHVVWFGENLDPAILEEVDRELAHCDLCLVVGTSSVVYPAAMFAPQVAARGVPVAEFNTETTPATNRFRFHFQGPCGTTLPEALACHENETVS
DENV2 CPE rescue: DENV2-induced cell death inhibition; DENV2-infected cells, cytopathic effect rescue, plate reader; CPE inhibition, % at 9.99 µM; 350,000 tested, 1.7% active; in the data active means CPE inhibition above about 20%, passing the limit was not always enough; inconclusive means no clear call, values can overlap the other calls; tested in BHK-21 cells;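 further: 0% = median of neutral control wells and 100% = median of positive control wells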
ERAP1 inh: blocks human ERAP1 aminopeptidase activity. 340,000 tested, 0.15% active. inhibition, % at 10.7 µM. recombinant ERAP1, Leu-AMC fluorescence, 60 min. Q9NZ08;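 active means mean replicate inhibition of at least 30%, or all replicates individually reaching that 30% level; inactive means mean below 30% and not every replicate reaching it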;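 further: 0% = neutral control wells and 100% = L-leucinethiol positive control wells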
F508del corr: correctors of CFTR F508del function in bronchial epithelial cells | CFBE cells, YFP halide quenching; stimulated with forskolin plus potentiator P3; % fluorescence drop versus neutral controls | activity (quench increase), % at 7.58 µM | 350,000 tested, 0.36% active | AID 720511;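 active means mean added fluorescence quench of at least 8% versus neutral control, with both replicates also reaching 8%; inconclusive means only one of the mean or replicate conditions met; inactive means mean below 8% and not both replicates reaching 8%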;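 further: cells transiently co-express mutant CFTR-F508del with the halide-sensitive YFP; corrector assay measuring rescue of mutant channel to the surface after 24 h compound exposure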
CASP6 VEID inh: inhibitors of human caspase-6. inhibition, % at 12.5 µM. P55212. purified caspase-6, Z-VEID-R110 cleavage fluorescence. 350,000 tested, 0.53% active;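 active means mean inhibition across replicates at least about 35%, with every replicate also reaching that limit, limit read from the data; inconclusive means only one of the two criteria met; inactive means neither criterion met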;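 further: 0% = median of neutral control wells and 100% = no fluorescence left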
Target sequence (P55212 24-179 limits assumed): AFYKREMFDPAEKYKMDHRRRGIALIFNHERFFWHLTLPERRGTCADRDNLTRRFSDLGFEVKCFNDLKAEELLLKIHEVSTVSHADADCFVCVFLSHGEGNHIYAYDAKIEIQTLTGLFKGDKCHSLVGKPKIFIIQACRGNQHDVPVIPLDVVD
Target sequence (P55212 194-293 limits assumed): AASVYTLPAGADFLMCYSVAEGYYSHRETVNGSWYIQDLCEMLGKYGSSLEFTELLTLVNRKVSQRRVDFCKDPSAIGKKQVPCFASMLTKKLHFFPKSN
miR-122 sensor: miR-122 inhibition in Huh7 cells; Huh7 miR-122 Renilla luciferase sensor, 48 h; neutral wells = 0, positive control = 100; activation (reporter increase), % at 12.5 µM; 340,000 tested, 0.3% active; AID 602342;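 active means mean replicate activation score at least 90 and every replicate individually at or above 90; inconclusive means only one of the two criteria met; inactive means neither criterion met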;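 further: higher luciferase means less miR-122 activity so hits act as miR-122 inhibitors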
ERp5 block: inhibitors of human ERp5. Q15084. ERp5 insulin aggregation, absorbance 650 nm, 90 min. inhibition, % at 9.99 µM. 350,000 tested, 0.05% active;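 active means mean replicate inhibition above about 25%, with every replicate also reaching it, limit read from the data, passing the limit was not always enough; inconclusive means only one of those two criteria met; inactive means neither criterion met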
Target sequence (Q15084 whole entry, looked up): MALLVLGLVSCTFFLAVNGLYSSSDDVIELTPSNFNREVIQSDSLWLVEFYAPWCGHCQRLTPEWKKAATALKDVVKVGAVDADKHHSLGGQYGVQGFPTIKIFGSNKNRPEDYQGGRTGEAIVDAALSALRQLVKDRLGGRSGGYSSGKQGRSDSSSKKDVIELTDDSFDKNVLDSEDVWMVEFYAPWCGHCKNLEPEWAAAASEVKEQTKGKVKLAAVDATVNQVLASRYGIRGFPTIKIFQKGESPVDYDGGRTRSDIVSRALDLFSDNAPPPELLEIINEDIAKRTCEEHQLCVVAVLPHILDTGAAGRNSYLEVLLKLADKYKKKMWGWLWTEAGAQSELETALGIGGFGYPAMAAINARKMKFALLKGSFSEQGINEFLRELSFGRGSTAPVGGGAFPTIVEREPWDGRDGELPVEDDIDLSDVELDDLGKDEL
* marks the source's active call; other numbers are inactive results; ? = inconclusive; / = no result given; [ ] = dose if it differs, or a comment.

Start of the data: the first three compounds, ahead of the listing:
SMILES	SIRT5 block	DENV2 CPE rescue	ERAP1 inh	F508del corr	CASP6 VEID inh	miR-122 sensor	ERp5 block
CCc1ccc(C(C(=O)NCc2ccc(OC)cc2)N(CCOC)C(=O)Cc2cccs2)cc1 (stereo not given)	-6	0	0	-4.3	-2	/	5
CN(C1=NS(=O)(=O)c2ccccc21)c1ccc(OC(=O)c2ccccc2F)cc1	3	-4	-2	-2.0	-5	-2	4
COc1ccccc1NS(=O)(=O)c1ccc(/C=C/C(=O)O)cc1	-4	-5	-2	2.9	1	-5	1

This part in full, repeating the preview:
SMILES	SIRT5 block	DENV2 CPE rescue	ERAP1 inh	F508del corr	CASP6 VEID inh	miR-122 sensor	ERp5 block
CCc1ccc(C(C(=O)NCc2ccc(OC)cc2)N(CCOC)C(=O)Cc2cccs2)cc1 (stereo not given)	-6	0	0	-4.3	-2	/	5
CN(C1=NS(=O)(=O)c2ccccc21)c1ccc(OC(=O)c2ccccc2F)cc1	3	-4	-2	-2.0	-5	-2	4
COc1ccccc1NS(=O)(=O)c1ccc(/C=C/C(=O)O)cc1	-4	-5	-2	2.9	1	-5	1
CC1CN(C(=O)c2cccc(COc3ccc(Br)cc3)c2)CC(C)O1 (stereo not given)	-2	-3	7	/	1	/	2
Cc1cn([C@H]2C[C@H](O)[C@@H](/C=C/C(=O)NCCN3CCOCC3)O2)c(=O)[nH]c1=O	1	-5	0	-5.0	2	2	5
COc1ccc(CCn2c(O)cc3nn(-c4nc5ccccc5s4)c(=O)c-3c2C)cc1	5	2	-2	4.3	0	/	2
O=C(NCC1CCCO1)c1cc2ccccc2cc1O (stereo not given)	-3	-6	-5	0.2	-3	/	1
COC(=O)C1=C(C)N(Cc2ccc3c(c2)OCO3)C(=O)C1	2	-3	4	2.5	1	/	6
COc1ccc2c3c([nH]c2c1)[C@H](CO)N(C(C)=O)CC31CN(C(=O)c2ccc3c(c2)OCO3)C1	-2	-2	1	-0.2	-1	/	-2
C[C@H](CO)N1C[C@H](C)[C@H](CN(C)Cc2ccc3c(c2)OCO3)Oc2c(NS(=O)(=O)c3ccc(Cl)cc3)cccc2C1=O	-9	?	0	-0.1	0	31[16.7 µM]	2
COc1cc(OC)c(C(=O)OCC(=O)NC2CCCC2)cc1OC	0	-2	2	-3.0	3	-3	3
O=C(C(=O)N1CCC(CNS(=O)(=O)c2cc(C(F)(F)F)cc(C(F)(F)F)c2)CC1)c1cc2ccccc2o1	/	-5	4	0.2	0	/	7
COc1ccc(C(=O)COC(=O)c2n[nH]c3ccccc23)c(OC)c1	-4	-4	3	1.1	6	/	-27
CC1(C)CC(=O)C=C(c2ccc(F)nc2)C1	/	10	-1	-1.4	1	/	-6
COc1c(O)cccc1[C@H](O)C1CCN(CCc2ccc(F)cc2)CC1	1	/	3	4.0	-4	/	-5
C[C@@H]1CN([C@@H](C)CO)C(=O)c2cc(NC(=O)NC3CCCCC3)ccc2O[C@@H](C)CCCCO[C@@H]1CN(C)S(=O)(=O)c1ccc(Cl)cc1	6	-10	3	2.2	-1	-4[16.7 µM]	-4
COc1ccc(S(=O)(=O)N(C)C[C@@H]2OCCCC[C@@H](C)Oc3ccc(NS(=O)(=O)c4ccc(C)cc4)cc3C(=O)N([C@@H](C)CO)C[C@H]2C)cc1	17*	-2	-1	-1.5	-1	-4[16.7 µM]	-4
COC(=O)C1=C(C)Nc2nc(-c3ccccc3)nn2C1c1ccc(C)o1 (stereo not given)	/	-4	/	0.4	0	5	1
C[C@H]1CN([C@@H](C)CO)C(=O)Cc2cc(NC(=O)Nc3cccc4ccccc34)ccc2O[C@@H]1CN(C)C(=O)Nc1ccccc1	-1	-2	0	-3.7	1	-9[16.7 µM]	-1
CN(C)C(=O)C[C@H]1CC[C@@H]2[C@H](COC[C@H](O)CN2C(=O)C2CC2)O1	1	0	1	-0.9	2	-1[16.7 µM]	3
O=C(c1ccc(Cl)c(S(=O)(=O)N2CCOCC2)c1)N1CCCC1	1	0	-2	1.1	-2	0	0
O=C(COC(=O)CN1C(=O)NC2(CCCC2)C1=O)NCc1ccc(Cl)cc1Cl	-1	5	2	-1.3	1	/	-1
CCCCc1nc(SCC(=O)N2CCOCC2)c2c(=O)n(C)c(=O)n(C)c2n1	-4	9	-3	1.3	-2	0	-4
O=c1c2ccccc2sn1-c1ccccc1F	-14	3	7	-3.0	2	-1	5
O=C(OC1CCOC1=O)c1cc(-c2cccc(Br)c2)nc2ccccc12 (stereo not given)	-1	3	0	-1.7	0	/	-2
CC(C)c1nc2scc(-c3ccc(Cl)cc3)c2c(=O)n1N	1	-4	-1	1.2	-1	-4	-3
CC(OC(=O)C1CCN(S(=O)(=O)c2ccc3c(c2)OCCO3)CC1)C(=O)NC1(C#N)CCCCC1 (stereo not given)	-5	-2	3	-2.7	1	-13	1
CCC(=O)N1[C@H](C(=O)N(C)C)[C@@H](CO)[C@@H]2Cn3c(ccc(-c4ccc(F)cc4)c3=O)[C@@H]21	-21	11	1	/	-3	/	0
COc1ccc(Cl)cc1NC(=O)CCN1C(=O)C2C3C=CC(C4CC34)C2C1=O (stereo not given)	-3	14	-2	3.6	7	-2	12
C[C@H]1CN([C@@H](C)CO)C(=O)c2cc(NS(=O)(=O)c3cccs3)ccc2O[C@@H]1CN(C)S(=O)(=O)c1ccccc1	3	5	3	3.2	2	7[16.7 µM]	-7
Cn1nc(C(C)(C)C)cc1NC(=O)C1(C)CCN1C(=O)CC(c1ccccc1)c1ccccc1 (stereo not given)	/	4	-2	-0.1	3	-7	-2
CCOC(=O)c1ccc(N(CC(=O)NCC2CCCO2)C(=O)CCC(=O)Nc2cc(C)on2)cc1 (stereo not given)	6	-3	-2	-0.1	0	-2	-1
CC[C@@H](C)[C@@H](CO[C@@H](Cc1ccccc1)C(=O)N[C@@H](CCS(C)(=O)=O)C(=O)OC(C)C)NCC(N)CS (stereo not given in full)	-2	10	-1	-8.1	-2	/	-1
C[C@@H]1CCCCO[C@@H](CN(C)CC2CCCCC2)[C@H](C)CN([C@@H](C)CO)C(=O)c2cc(NS(=O)(=O)c3cccs3)ccc2O1	0	-4	-3	1.4	2	-4[16.7 µM]	11
CCOC(=O)C1(Cc2ccc(Cl)cc2)CCN(C(C)Cc2ccc(O)c(OC)c2)CC1 (stereo not given)	-7	2	-1	-2.5	1	/	2
COC(=O)C(=O)/C=C(\O)c1c(C)cc(C)cc1C	3	12	/	0.0	-2	/	6
O=C(NCc1ccccc1F)C1CCCN(c2cnccn2)C1 (stereo not given)	2	-3	4	0.0	-2	0	2
CC(C)(C)[S@@](=O)N1Cc2cc(C(=O)N3CCCCC3)nc(-c3cccc(-c4ccccc4F)c3)c2[C@H]1CCO	0	3	-1	-2.2	-1	/	-2
Cc1noc(C)c1S(=O)(=O)N(C)C[C@@H]1OCCCC[C@@H](C)Oc2ccc(NS(=O)(=O)c3cn(C)cn3)cc2C(=O)N([C@@H](C)CO)C[C@H]1C	6	-5	-4	-0.3	-3	14[16.7 µM]	-6
COc1ccc(C)cc1NC(C)C(=O)NC(=O)NC1CCCCC1 (stereo not given)	-5	2	-4	3.0	-1	2	3
COc1ccc(CC(=O)Nc2cccc(SC)c2)cc1	-1	-10	-3	-2.3	0	/	19
Cc1cccc(C)c1OCc1cc(C(=O)N2CCN(c3ccccn3)CC2)no1	3	-2	-1	-0.1	1	5	5
COC(=O)Cn1c2ccccc2c(=O)n1C(C)CBr (stereo not given)	-28	-1	-8	2.8	0	/	-1
CC(C)CNc1cccc2c1S(=O)(=O)N[C@H](CC(C)C)CO2	-5	-1	-4	-0.3	-1	/	0
COCC(=O)N(C)C[C@@H]1Oc2ncc(C#C[C@@H](C)O)cc2C(=O)N([C@@H](C)CO)C[C@@H]1C	-3	-4	-1	-1.0	6	-9[16.7 µM]	0
O=C(C[C@@H]1C[C@H]2c3cc(NC(=O)Nc4ccccc4)ccc3O[C@H]2[C@H](CO)O1)NCc1cccc(F)c1	-3	-1	-3	0.3	0	11[16.7 µM]	-5
COc1ccc(/C=N/NC(=O)C(C)N(c2ccc(OC)cc2)S(C)(=O)=O)cc1 (stereo not given)	2	-2	0	-2.8	-4	/	-9
CCCN(C)C[C@@H]1OCCCC[C@H](C)Oc2ccc(NC(=O)Cc3ccccc3)cc2C(=O)N([C@H](C)CO)C[C@@H]1C	1	-17	-1	0.9	-5	9[16.7 µM]	-1
COc1ccc(NC(=O)Nc2ccc3c(c2)CC(=O)N([C@@H](C)CO)C[C@H](C)[C@H](CN(C)Cc2ccc(Oc4ccccc4)cc2)O3)cc1	2	15	-2	-0.2	-1	-2[16.7 µM]	5
O=C1CCCN1CCCNS(=O)(=O)c1ccccc1	-2	-1	-2	-7.1	-1	-1	-1
O=C(COc1ccc2ccc(=O)oc2c1)Nc1cc([N+](=O)[O-])ccc1F	-2	9	-3	-0.2	-3	-2	4
CSc1cccc(NC(=O)C2C3C=CC4(O3)C2C(=O)N(CCN2CCOCC2)C4C(=O)NC2CCCCC2)c1 (stereo not given)	-2	1	-3	0.9	-2	2	-1
Cc1ccc(NC(=O)CCc2c(C)nn(-c3ccc(N4CCCCC4)nn3)c2C)cc1C	5	3	4	-2.8	8	/	4
CCOC(=O)c1cc(-c2ccccc2)sc1NC(=O)COC	-2	10	-3	0.8	-2	/	-8
Clc1ccc(C=NNc2ccccn2)c(Cl)c1	-12	?	-3	0.3	2	/	-13
O=C(CCc1nnc2ccc(NCc3ccc(F)cc3)nn12)NC1CCCC1	-3	6	-1	1.8	1	-1	5
COc1ccc(OC)c(NC(=O)CNC(=O)Cn2ccc3ccccc3c2=O)c1	-1	3	0	-3.2	-2	0	-1
O=C(c1cccc(S(=O)(=O)Nc2ccc(F)cc2)c1)N1CCCC1	-5	7	-4	-4.4	-3	/	-6
CCNC(=O)C(=O)N1CCC2(CC1)OCCN2S(=O)(=O)c1ccc(C)cc1	7	-4	3	-0.6	3	/	0
C=C(C)c1cccc(C(C)(C)NC(=O)N2CCC(C(N)=O)CC2)c1	1	10	1	1.1	2	/	1

(listing goes on)
SMILES	SIRT5 block	DENV2 CPE rescue	ERAP1 inh	F508del corr	CASP6 VEID inh	miR-122 sensor	ERp5 block
CCC(C)c1c(N)n(S(=O)(=O)c2ccc(C)cc2)oc1=O (stereo not given)	/	-1	-1	5.3	-3	-5	-8
CC(=O)CCc1oc2ccc(C)cc2c1Cc1ccccc1	-5	1	1	-0.3	0	-3	4
Cn1nccc1NC(=O)Nc1ccc(Cl)cc1	-4	11	5	-2.4	0	/	1
CN1CCN(C(=O)C[C@H]2CC[C@@H]3[C@H](COC[C@@H](O)CN3C(=O)C3CC3)O2)CC1	0	2	3	-1.9	-3	2[16.7 µM]	-3
CC(=O)OC1CCC2(C)C3CCC4(C)C(C(C)=O)CCC4C3CC3OC32C1 (stereo not given)	/	2	-1	4.5	-1	-1	-2
NC(=S)NN=C(Cc1ccccc1)Cc1ccccc1	0	-3	-2	4.1	0	/	2
COC(C[C@@H](O)[C@H](C)[C@H](O)COCc1ccccc1)OC	-3	0	1	-0.5	2	/	9
COc1ccc(Cn2c(O)cc(=O)[nH]c2=O)cc1	4	/	7	/	11	/	1
O=C(O)COc1ccc(/C=N/NC(=O)c2cccc3ccccc23)cc1	0	4	-1	1.3	3	-1	-1
CN(C)c1cccc(C(=O)NCCCSc2ccccc2)c1	1	-1	1	-1.9	0	8	7
N#Cc1nccnc1S(=O)(=O)c1cccs1	-1	10	/	-7.5	0	/	6
CNc1ccccc1C(C)(C)c1ccn[nH]1	3	-6	-3	-2.3	24	1	-4
O=C1CCCCC1CCS(=O)(=O)NCc1ccccc1 (stereo not given)	/	?	/	-1.3	-1	/	3
Cc1cccc(-n2nnnc2SCC(=O)NCC2CCCO2)c1 (stereo not given)	-1	8	-2	0.4	-1	-20	-2

Three consecutive entries from above, for reference:
SMILES	SIRT5 block	DENV2 CPE rescue	ERAP1 inh	F508del corr	CASP6 VEID inh	miR-122 sensor	ERp5 block
C[C@H]1CN([C@@H](C)CO)C(=O)Cc2cc(NC(=O)Nc3cccc4ccccc34)ccc2O[C@@H]1CN(C)C(=O)Nc1ccccc1	-1	-2	0	-3.7	1	-9[16.7 µM]	-1
CN(C)C(=O)C[C@H]1CC[C@@H]2[C@H](COC[C@H](O)CN2C(=O)C2CC2)O1	1	0	1	-0.9	2	-1[16.7 µM]	3
O=C(c1ccc(Cl)c(S(=O)(=O)N2CCOCC2)c1)N1CCCC1	1	0	-2	1.1	-2	0	0

Screens as filed in PubChem.
